# Screening results as filed in PubChem BioAssay.
# TDP1 cell noCPT: qHTS for Inhibitors of human tyrosyl-DNA phosphodiesterase 1 (TDP1): qHTS in cells in absence of CPT. DT40 Tdp1-/- hTDP1 cells, no CPT, ATP luminescence, 48 h. Potency, µM (top dose mostly 46.2 µM), for the others: at the top dose activity change, negative = growth inhibition, hits mostly inhibitors. hit rate 15% among 420,000; further: nearly all actives have a fitted effect of over 55% in size
#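 Compound effects on proliferation are scored in DT40 Tdp1-/-;hTDP1 cells in the absence of CPT. ATP levels (CellTiter-Glo luminescence) are recorded after a ≥48 hr, 37 °C incubation.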
# TDP1 inh: TDP1 (human) enzyme inhibition. hit rate 0.28% among 350,000. Q9NUW8. Potency, µM (top dose mostly 130 µM), inactives show at the top dose activity change, negative = inhibition, usual class: inhibitors. AID 485290. recombinant TDP1, AlphaScreen DNA substrate cleavage; further: nearly all actives have a fitted effect of over 40% in size
# Target sequence (Q9NUW8 whole entry, looked up): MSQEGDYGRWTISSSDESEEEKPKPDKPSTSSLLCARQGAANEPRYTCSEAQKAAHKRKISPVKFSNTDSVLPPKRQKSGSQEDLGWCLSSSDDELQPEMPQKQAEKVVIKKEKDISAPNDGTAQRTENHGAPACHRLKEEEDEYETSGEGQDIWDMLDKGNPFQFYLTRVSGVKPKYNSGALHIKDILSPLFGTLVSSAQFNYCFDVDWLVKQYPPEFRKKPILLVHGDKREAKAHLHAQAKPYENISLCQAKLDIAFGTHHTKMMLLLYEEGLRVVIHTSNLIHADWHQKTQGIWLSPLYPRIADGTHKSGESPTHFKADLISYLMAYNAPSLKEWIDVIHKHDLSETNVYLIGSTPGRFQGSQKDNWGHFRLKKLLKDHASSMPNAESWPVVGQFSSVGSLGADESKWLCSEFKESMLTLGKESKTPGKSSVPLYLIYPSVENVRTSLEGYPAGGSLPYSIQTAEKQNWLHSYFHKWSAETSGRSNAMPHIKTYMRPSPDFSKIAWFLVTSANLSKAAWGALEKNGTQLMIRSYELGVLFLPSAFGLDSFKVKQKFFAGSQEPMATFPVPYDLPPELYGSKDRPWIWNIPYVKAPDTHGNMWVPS
#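 Steps: enzyme plus compound, 15 min RT; add biotin/phosphotyrosine-FITC oligonucleotide (15 nM final), react 5 min; add donor/acceptor beads (10 ug/ml final), 10 min; read AlphaScreen. Tdp1 at 1 nM final.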
# TDP1 cell CPT: growth inhibition of DT40 Tdp1-/-;hTDP1 cells with camptothecin (screen for TDP1 inhibitors); hit rate 12% among 420,000; chicken DT40 Tdp1-/-;hTDP1 cells + 20 nM CPT, ATP luminescence, 48 h; Potency, µM (titrated, usually from 46.2 µM), inactives show at the highest dose activity change, negative = growth inhibition, most hits filed as inhibitors; further: nearly all actives have a fitted effect of over 55% in size
#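 Cell growth measured by CellTiter-Glo luminescence after a minimum 48 h, 37 C compound exposure with 20 nM CPT in Tdp1-knockout DT40 cells stably expressing hTDP1, seeded 400/well; qHTS titration format.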
# Numbers without * were called inactive; u = inconclusive; x = no result given; & = joins results of further samples; [ ] = another dose, or the depositor's remark. The call rests on the fitted dose curve; in most records, active means well fitted curve in the direction sought with a large enough effect; inconclusive means small, poorly fitted or top-dose-only effect, or another doubt; inactive means no such curve, though single readings can be large; an effect the other way counts as inactive or inconclusive. On the % scale 0 is the no-effect control and ±100 the full control effect; potency means the concentration at half of the fitted maximal effect.
SMILES,TDP1 cell noCPT,TDP1 inh,TDP1 cell CPT
CCNC(=O)O/N=C1\CCCCC1c1ccc([N+](=O)[O-])cc1[N+](=O)[O-] (stereo not given),-1%,x,-18%
CCC1=C(c2cc(OC)c(OC)c(OC)c2)C2(CCCC2)C(=O)O1,u,x,u
CCCN(CCC)C(=O)Cn1c(=O)c2sccc2n2c(=S)sc(-c3ccccc3)c12,-12%,x,-16%
CC(=O)c1ccc(N2CCN(Cc3nc4ccccc4[nH]3)CC2)cc1,u,4%[0.0935 µM],-22%
CCCN(CC1CC1)S(=O)(=O)c1ccc(S(N)(=O)=O)cc1,-14%,5%,-26%
O=c1c2ccccc2nnn1CSc1ncnc2ccccc12,u,-3%,u
COc1ccc(Cl)cc1NS(=O)(=O)c1c(C)[nH]c(C)c1C(=O)N1CCCCC1,u,6%,-25%
COc1ccc(-c2nnc3n2CCCCC3)cc1,-10%,-8%,8%
CCc1nn(C(C)C(=O)NCCc2ccccc2)c(=O)c2cc3occc3n12 (stereo not given),14%,-4%,-3%
CCc1ccc(NC(=O)Cn2ccn(-c3ccc(OC)cc3)c(=O)c2=O)cc1,-3%,0%,-15%
COc1ccc(-c2nnc(SCC(=O)Nc3cccc(C)c3)s2)cc1,-23%,2%,0%
COc1ccccc1CNC(=O)CCn1c(=O)c2ccccc2n(CC(=O)Nc2ccc(C)cc2Cl)c1=O,u,-2%,u
CC(C)c1ccc(NC(=O)CNCC(c2ccccc2)N(C)C)cc1 (stereo not given),-1%,5%,-17%
COc1cc(/C=C/c2ccc(/C=C/c3cc(OC)c(OC)c(OC)c3)cc2)cc(OC)c1OC,-25%,x,-24%
Cc1noc(/C=C/c2nn(C)cc2Cl)c1[N+](=O)[O-],12µM*,5%,21µM*
C#CCOCCOCCOCCNc1nc(N2CCOCC2)nc(N2CCN(C(=O)[C@H](CCCCN)n3cc(CCC(=O)O)nn3)CC2)n1,3%,x,-18%
O=C(O)CCC(=O)N1CCc2cc(S(=O)(=O)NC3CCCC3)ccc21,u,6%,-19%
Cc1nc(N2CCN(C(=O)c3ccco3)CC2)nc2c1C(=O)CCC2,7%,4%,u
O=S1(=O)N=C(Oc2cccc3ccccc23)c2ccccc21,-16%,3%&8%,-8%
N#Cc1ccc(-c2ccccc2)nc1Sc1ccc(F)cc1,0%,-4%,-15%
CC(=O)N=c1scc(-c2ccccc2)n1-c1cccc(O)c1,16µM*,-15%,u
CCCCN(CC)CCNC(=O)c1nn(C)c2c1CS(=O)(=O)c1ccccc1-2,-10%,5%,21%
O=C(O)CN1C(=O)/C(=C\c2cc(Br)ccc2OCc2ccc(F)cc2)SC1=S,0%,x,5%
COc1ccc(Cc2c(C)nc(N)nc2Cl)cc1,-8%,3%,u
CCN(CCCNC(=O)C1CCC(=O)N1C(C)C)c1cccc(C)c1 (stereo not given),-1%,-8%,5%
CCC(NS(=O)(=O)c1cnn(CC)c1)c1ccccc1 (stereo not given),-2%,0%,20%
CCC(=O)Nc1cccc(NC(=O)COc2ccc(OC)cc2)c1,-15%,7%,-22%
CC(C)(C)N1CC(c2nc3ccccc3n2Cc2ccc(Cl)cc2)CC1=O (stereo not given),u,6%,-22%
C[C@@H](NCc1cc(Br)cc2[nH]c(=O)c(=O)[nH]c12)P(=O)(O)O,-10%,17%[56.1 µM],-14%
CCOC(=O)c1nc2c(=O)n(C)c(=O)n(C)c2n(C)c1=O,0%,x,3%
CCS(=O)(=O)N1Cc2ccccc2CC1C(=O)Nc1ccccc1OC (stereo not given),12%,5%,-4%
O=C(N/N=C\c1ccc(O)c([N+](=O)[O-])c1)C1COc2ccccc2O1 (stereo not given),-3%,8%,6%
CCOC(=O)c1sc(C)c(C(N)=O)c1NC1=NCCCCC1,-18%,-3%,u
Cc1ccc(C2/C(=C(/O)c3ccc(Cl)cc3)C(=O)C(=O)N2CC2CCCO2)o1 (stereo not given),-4%,-8%,-16%
CCOC(=O)N1CCN(C(=O)COc2ccc(Cl)cc2)CC1,-13%,0%,0%
O=C(NCCN1CCOCC1)c1ccc2c(c1)ncn2C1CCCCC1,0%,2%,-10%
COc1cccc(CN(Cc2ccccc2F)S(=O)(=O)c2ccc(S(=O)(=O)NCc3ccccc3)cc2)c1,u,0%,u
Cc1ccsc1CN(C)CC(=O)Nc1cccc(S(=O)(=O)N(C)c2ccccc2)c1,u,-3%,u
CCCCNC(=O)C[C@@H]1C[C@@]2(C(=O)OC)CC(C)(C)CC=C2N(Cc2ccco2)C1=O,u,x,u
COc1ccc(CC(=O)NC(=S)Nc2ccc(S(=O)(=O)NC(C)(C)C)cc2)cc1,-11%,7%,u
Cc1ccc(C(=O)NCC(=O)OCC(=O)Nc2ccccc2C#N)s1,-3%,-6%,-11%
CC1(C)CC(=NNC(=O)c2n[nH]c3c2CCC3)CC(C)(C)N1,22%,3%,u
Cc1c(C(=O)NCC(C)C)sc2nc(-c3ccc(F)cc3)cn12,-26%,1%,-22%
Cc1noc(C)c1C(=O)Nc1ccccn1,1%,-11%,-2%
CCCN(Cc1cc2ccccc2[nH]c1=O)C(=O)c1cccc([N+](=O)[O-])c1,u,1%,-17%
O=C(COC(=O)Cc1ccc(S(=O)(=O)N2CCOCC2)s1)NCc1ccccc1,-5%,-7%,5%
CC(C)(C)NC(=O)NC(=O)COC(=O)C1CC(=O)N(Cc2ccccc2)C1 (stereo not given),-4%,0%,-2%
CCc1ccc(N2CC(C(=O)N(CC)CC(=O)Nc3c(F)cccc3F)CC2=O)cc1 (stereo not given),u,x,u
CCc1ccc2c(c1)NC(=O)C2(C)Cc1ccc(F)cc1 (stereo not given),u,x,u
COc1ccccc1CNC(=O)C(=O)c1cn(CC(=O)N2CCOCC2)c2ccccc12,19%,3%,-9%

# Structural class, those above with a furan ring, fused or not (four)
SMILES,TDP1 cell noCPT,TDP1 inh,TDP1 cell CPT
CCc1nn(C(C)C(=O)NCCc2ccccc2)c(=O)c2cc3occc3n12 (stereo not given),14%,-4%,-3%
Cc1nc(N2CCN(C(=O)c3ccco3)CC2)nc2c1C(=O)CCC2,7%,4%,u
Cc1ccc(C2/C(=C(/O)c3ccc(Cl)cc3)C(=O)C(=O)N2CC2CCCO2)o1 (stereo not given),-4%,-8%,-16%
CCCCNC(=O)C[C@@H]1C[C@@]2(C(=O)OC)CC(C)(C)CC=C2N(Cc2ccco2)C1=O,u,x,u

# Later entries:
SMILES,TDP1 cell noCPT,TDP1 inh,TDP1 cell CPT
O=C(N[C@@H]1C/C=C\C[C@@H](CC(=O)N(CCO)Cc2ccccc2)C(=O)NCCOC1=O)OCC1c2ccccc2-c2ccccc21,9.2µM*,-2%,16µM*
C(=Cc1c[nH]c2ccccc12)c1nccc2ccccc12,u,x,u
CCOc1ccc(CCNC(=O)c2[nH]c(C)c(C(C)=O)c2C)cc1OCC,u,8%,u
O=C(C1CC=CCC1)N1CCN(S(=O)(=O)c2ccc(F)cc2)CC1 (stereo not given),-1%,-3%,7%
CCCCn1c(O)c(N=NC(=O)c2ccncc2)c2cc(Br)ccc21,u,5%,u
COc1ccc(NS(=O)(=O)c2cn(C)cn2)cc1Cl,2%,-1%,3%
O=C(COC(=O)COc1ccc(Br)cc1)NC1CCS(=O)(=O)C1 (stereo not given),1%,x,2%
CCCCc1[nH]c(=O)c(C#N)c2c1CCCC2,-16%,3%,-5%
Cc1ccccc1NC(=O)Cn1nnc(C(=O)NCc2cccs2)c1N,6.5µM*,5%,9.2µM*
O=C(Nc1ccc(Cl)cc1)c1csc([C@@H]2O[C@H](CO)[C@H](O)[C@H](O)[C@H]2O)n1,0%,x,-11%

# Some of these compounds in order of count of non-hydrogen atoms, smallest number first:
SMILES,TDP1 cell noCPT,TDP1 inh,TDP1 cell CPT
CCCCc1[nH]c(=O)c(C#N)c2c1CCCC2,-16%,3%,-5%
O=C(COC(=O)COc1ccc(Br)cc1)NC1CCS(=O)(=O)C1 (stereo not given),1%,x,2%
O=C(Nc1ccc(Cl)cc1)c1csc([C@@H]2O[C@H](CO)[C@H](O)[C@H](O)[C@H]2O)n1,0%,x,-11%

# Continuation:
SMILES,TDP1 cell noCPT,TDP1 inh,TDP1 cell CPT
COc1ccccc1-c1cc(-c2cc(Cl)ccc2O)n[nH]1,-9%,4%,-4%
O=c1oc2ccccc2cc1-c1cn2cc(Cc3ccc(Cl)cc3)sc2n1,2.6µM*,-1%,3.3µM*
CC(OC(=O)CCNS(=O)(=O)c1ccccc1)C(=O)Nc1ccc(S(=O)(=O)N2CCCCC2)cc1 (stereo not given),-27%,x,u
COc1ccc(C(C)=O)cc1COC(=O)CCNS(=O)(=O)c1ccc(C(C)=O)cc1,1%,2%,1%
CCCN1C2CCCC1CC(NC(=O)c1ccccc1OC)C2 (stereo not given),3%,x,-3%
Cc1cccc(Nc2nnc(SC/C(O)=C(\C#N)c3nc4ccccc4[nH]3)s2)c1C,u,7%,u
CCCCCCOC(=O)C(C#N)c1nc2ccccc2nc1N1CCN(CC)CC1 (stereo not given),21µM*,5%,u
C[C@]12C(=O)N(c3ccc(Cl)cc3)C(=O)N1[C@@H]1c3ccccc3OC[C@@H]1[C@H]2c1ccccc1,23µM*,x,u
Cc1cc(C)n(C(=O)CNC(=O)Cc2ccccc2)n1,0%,4%,-12%
O=c1c2c3c(sc2nc2n1CCCCC2)CCCC3,-20%,-8%,23µM*
O=C1C(Cc2cccc([N+](=O)[O-])c2)S/C(=N/N=C/c2ccco2)N1c1ccccc1 (stereo not given),u,3%,u
O=C(CN1C(=O)c2ccccc2S1(=O)=O)N1CCOCC1,-8%,9%,6%
Cc1ccc(/C=C/c2nc3ccccc3s2)s1,-25%,x,-12%
CC(C)C[C@@H](CO)N1CCN(CCCc2ccccc2)CCC1=O,-5%,x,u
CC(=O)n1nc(-c2ccc(Cl)cc2)nc1NCc1ccco1,u,4%,u
Cc1ccc(S(=O)(=O)NCC(C)NS(C)(=O)=O)cc1 (stereo not given),-9%,-4%,1%
COC(=O)c1cccc(-c2ccc(C(c3c(C)[nH][nH]c3=O)c3c(C)[nH][nH]c3=O)o2)c1,23µM*,9%,7.3µM*
CCc1nnc(NS(=O)(=O)c2ccc(NC(=S)NC(=O)/C=C/c3ccccc3)cc2)s1,-18%,x,17%
Cc1ccc(C(=O)C(C)OC(=O)c2cc3cc([N+](=O)[O-])ccc3oc2=O)cc1 (stereo not given),-2%,8%,-2%
CCC(C)NC(=O)C1c2ccccc2C(=O)N1Cc1ccccc1 (stereo not given),14%,x,-9%
Cc1ccccc1C(=O)N1CCc2ccccc2C1,-3%,-6%,-2%
CCCCNC(=O)CSc1nc2cc3c(cc2c(=O)n1CCCCCC(=O)NCc1ccc(OC)cc1)OCO3,-6%,2%,2%
COc1cccc(CNC(=O)c2n[nH]c3ccccc23)c1,16µM*,2%,u
Cc1ccsc1C(=O)N1CCCC(CCC(=O)NCc2ccc(F)c(F)c2)C1 (stereo not given),u,9%,u
COc1ccc(-n2cnc3cc(C(=O)NC4CCCC4)ccc32)cc1,u,0%&5%,u
C1CCN2C[C@H]3C[C@H](CN4CCCCC34)C2C1 (stereo not given in full),u,-9%&8%[56.1 µM],-8%&-3%
CN(c1ccc(C(=O)Nc2ccc(CC#N)cc2)cc1)S(C)(=O)=O,6%,3%,2%
O=C(c1ccc2c(c1)N(Cc1ccccc1)C(=O)c1ccccc1S2(=O)=O)N1CCN(Cc2ccccc2)CC1,7.3µM*,1%,10µM*
CCCC(O)(CCC)C(=O)NNc1ccc(C)cc1,-8%,x,27%
CC1(c2ccc3noc(-c4ccc(F)cc4)c3c2)OCCO1,u,-2%,u
Cc1nc(Oc2cccc(Cl)c2)c2oc3ccccc3c2n1,-11%,0%,-13%
CN(C)c1ccc(/C=C/c2c3ccccc3nc3ccccc23)cc1,13µM*,x,u
COc1ccc(C2/C=C\CN(S(=O)(=O)c3ccc4ccccc4c3)CC(=O)N2Cc2ccc(F)cc2)cc1 (stereo not given),u,7%&-5%,u
Cc1ccc(CNC(=O)CCN2C(=O)C(C)Oc3ccc(C)cc32)cc1 (stereo not given),u,-5%,u
CC(C(=O)NCc1ccccc1Cl)n1cc([N+](=O)[O-])cn1 (stereo not given),2%,x,-1%
CCOC(=O)N1CCC(n2c(SCC(=O)NCc3ccccc3)nc3ccccc3c2=O)CC1,21µM*,7%,23µM*
CSc1nnc(-c2ccncc2)n1/N=C/c1cn(-c2ccccc2)nc1-c1ccc(Cl)cc1,u,x,u
CC(C)(C)C(=O)CSc1nc2ccsc2c(=O)n1Cc1ccccc1F,u,0%,u
C=CCn1c(SCC(N)=O)nc(C)cc1=O,-6%,9%,11%

# Full records as entered above. Order of values: TDP1 cell noCPT, TDP1 inh, TDP1 cell CPT
# Cc1nc(Oc2cccc(Cl)c2)c2oc3ccccc3c2n1 is listed with -11%, 0%, -13%
# CSc1nnc(-c2ccncc2)n1/N=C/c1cn(-c2ccccc2)nc1-c1ccc(Cl)cc1 is listed with u, x, u
